CaV13 FRET inh: Disruptors of the CACNA1D IQ motif to Ca2+-dependent inactivation inhibitor domain association, primary screening, Förster resonance energy transfer in intact living …; AID 743397; HEK cells, CFP/YFP FRET ICDI-IQ, plate reader, 10 min; percent FRET-ratio fall versus neutral wells; inhibition, % at 12.3 µM; actives 0.098% (n = 340,000);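 active means mean replicate inhibition of at least 30% and at least 1% of replicates passing that level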;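 further: 0% = median of the neutral control wells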
aDG glyco act: activators of alpha-DG glycosylation, primary screen, uHTS, Pro5-aDG cells, AlphaScreen; alpha-DG glycosylation AlphaScreen (IIH6); 0% Pro5, 100% B10-LARGE cell signal; activation, % at 10 µM; actives 0.22% (n = 360,000); AID 624168, 2012;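 active means activation of at least 8% versus controls, or a plate z-score of at least 8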;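 further: Pro5 are CHO cells carrying HIG-tagged alpha-DG that lacks glycosylation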
PDI inh: inhibitors of human PDI, primary screen, biochemical, turbidity, single point, plate reader. PDI insulin aggregation turbidity, A650, 90 min. inhibition, % at 10 µM. actives 0.052% (n = 350,000). AID 588391, 2011;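 active means mean inhibition across replicates of 30% or more, whatever share of single replicates reach that level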;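 further: absorbance from insulin aggregation driven by PDI reduction with DTT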
ABCB6 inh MLPCN: ABCB6 transporter inhibitors, primary screen, K562-ABCB6 cells, flow cytometry, MLPCN library; ATP-binding cassette sub-family B member 6 (Homo sapiens), Q9NP58; K562-ABCB6 porphyrin accumulation, 1 h; active compounds read low; fluorescence ratio to DMSO, % at 10 µM; actives 0.19% (n = 360,000); AID 602162, 2011;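 active means fluorescence ratio to DMSO below 75%, the collection mean minus 3 SD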;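 further: signal is porphyrin accumulated inside mitochondria; 100% equals median channel fluorescence of DMSO control wells; lower ratio means ABCB6 inhibition with less porphyrin fluorescence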
Vif imaging: HIV Vif self-association inhibitors, primary screen, imaging, HEK293T, single point | actives 0.35% (n = 340,000) | HEK293T cells, Vif self-association by quenched fluorescence, 24 h | AID 602346, 2012 | inhibition, % at 7.49 µM; in the data active means inhibition above about 50%, passing the limit was not always enough; further: some results filed as inactive read as strong as hits
H9c2 protect: cardioprotection against H2O2-induced cell death, primary screen, uHTS, H9c2 cells, ATPLite luminescence; H9c2 cardiomyocytes, H2O2 injury protection, 2 h; protection from H2O2 cell death, % at 20 µM; actives 0.63% (n = 360,000); AID 588492, 2011;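 active means compounds giving at least 50% protection of heart cells from peroxide-induced death in the single-dose screen, raw or plate-pattern-corrected value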;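 further: 0% = DMSO wells with peroxide and 100% = DMSO wells without peroxide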
MC4R ag barr: MC4R agonists recruiting beta-arrestin, primary screen, cell-based, luminescence, agonist arm of biased-ligand search; U2OS MC4R beta-arrestin complementation; percent of melanotan II response, DMSO zero; actives 0.98% (n = 360,000); activation, % at 8.9 µM; Melanocortin receptor 4 (Homo sapiens), P32245; AID 540308, 2011;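 active means activation above a per-plate cutoff, the mean activation of sample wells on that plate plus 3 SD, cut at about 8% in these data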
Target sequence (P32245 whole entry, looked up): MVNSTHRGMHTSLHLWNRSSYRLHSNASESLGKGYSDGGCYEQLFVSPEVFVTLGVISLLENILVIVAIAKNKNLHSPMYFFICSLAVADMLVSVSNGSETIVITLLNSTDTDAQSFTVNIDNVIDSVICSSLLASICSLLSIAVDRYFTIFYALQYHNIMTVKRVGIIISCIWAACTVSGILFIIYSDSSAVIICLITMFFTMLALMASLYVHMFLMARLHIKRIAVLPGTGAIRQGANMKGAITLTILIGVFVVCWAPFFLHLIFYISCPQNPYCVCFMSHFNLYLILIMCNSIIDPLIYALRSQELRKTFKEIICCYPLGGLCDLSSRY
N-glyco inh: increase of ERlucT glycosylation luciferase signal, primary screen, N-linked glycosylation inhibitor project, D54 ERlucT cells, luminescence, set 2; AID 588692, 2011; reporter increase, % at 12.5 µM; actives 0.23% (n = 360,000); D54 ERlucT glycosylation luciferase reporter, 24 h; percent of 100 nM tunicamycin response;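 active means mean luciferase reporter signal, scaled so untreated is 0 and the glycosylation-blocking control 100, at or above a set limit in every replicate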;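 further: luciferase carries N-glycosylation sites so blocking glycosylation raises the light; 0% = median of neutral control wells and 100% = median of 100 nM tunicamycin wells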
HTR2A ag: mouse Htr2a agonists via beta-arrestin recruitment, primary screen, cell-based, luminescence; CHO-K1 mHTR2A beta-arrestin complementation; percent of 30 µM serotonin response; activation, % at 7.6 µM; actives 0.66% (n = 360,000); AID 624169, 2012;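 active means activation above a run cutoff, the mean activation of all tested compounds plus 3 SD, cut at about 14% in these data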;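 further: 0% = plate median of compound wells and 100% = 30 µM serotonin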
Target sequence (P35363 whole entry, looked up): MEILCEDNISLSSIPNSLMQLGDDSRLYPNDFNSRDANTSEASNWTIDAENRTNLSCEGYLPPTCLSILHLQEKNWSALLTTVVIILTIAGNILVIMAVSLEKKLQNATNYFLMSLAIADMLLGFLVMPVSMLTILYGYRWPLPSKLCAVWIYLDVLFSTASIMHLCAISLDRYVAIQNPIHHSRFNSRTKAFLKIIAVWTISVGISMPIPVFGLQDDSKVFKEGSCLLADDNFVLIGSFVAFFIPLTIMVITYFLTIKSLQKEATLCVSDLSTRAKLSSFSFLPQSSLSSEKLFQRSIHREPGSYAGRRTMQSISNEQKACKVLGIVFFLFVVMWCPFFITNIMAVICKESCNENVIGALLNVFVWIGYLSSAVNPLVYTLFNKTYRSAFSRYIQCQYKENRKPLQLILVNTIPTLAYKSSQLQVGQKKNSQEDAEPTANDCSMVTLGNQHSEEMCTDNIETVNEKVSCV
MC4R antagonist: MC4R antagonists of cAMP signaling, primary screen, cell-based, TR-FRET, antagonist arm of biased-ligand search; MC4R-expressing cells, MTII-stimulated cAMP, LANCE TR-FRET; inhibition, % at 6.5 µM; actives 0.48% (n = 360,000); AID 540295, 2011;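 active means inhibition above its plate's cutoff, the mean of tested wells on that plate plus 3 SD, cut at about 29% in these data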;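 further: 0% = Melanotan II alone and 100% = Melanotan II plus saturating MCL0020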
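Material: U2OS-MC4R stable cell line | Reagent: Melanotan II challenge after compound preincubation | Doses: One concentration, 6.5 µM nominal | Incubation: 30-min compound preincubation, 1-h Melanotan II challenge, 1-h detection, room temperature | Signal: TR-FRET cAMP assay | Replicates: One well per compound, no replicates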
* marks the source's active call; other numbers are inactive results.

`O=C(Nc1c(F)c(F)c(F)c(F)c1F)C1CCCCC1` gave aDG glyco act 0.0, PDI inh 1.1, ABCB6 inh MLPCN 97.0, Vif imaging 9.6, H9c2 protect -3.2, MC4R ag barr -0.2, N-glyco inh -0.5, HTR2A ag 2.2 and MC4R antagonist 2.6.
Screening COc1cc(OC)c(OC)cc1NC(=O)CC1COc2ccccc2O1 (stereo unspecified) returned CaV13 FRET inh -4.3, aDG glyco act 0.0, PDI inh -6.1, ABCB6 inh MLPCN 90.0, Vif imaging -4.5, H9c2 protect 1.5, MC4R ag barr -1.1, N-glyco inh 1.7, HTR2A ag 5.6 and MC4R antagonist 5.3.
For CC(=O)c1cnn(-c2cc(Oc3cccc(C)c3)ncn2)c1C the results were aDG glyco act -0.1, PDI inh -2.0, ABCB6 inh MLPCN 116.0, Vif imaging 14.6, H9c2 protect -4.6, MC4R ag barr -0.3, N-glyco inh 0.2, HTR2A ag 1.0 and MC4R antagonist 10.2.
O=S(=O)(Nc1nc2ccccc2nc1Cl)c1ccc2c(c1)OCCO2 was read as CaV13 FRET inh -6.2, aDG glyco act 0.1, PDI inh 0.6, ABCB6 inh MLPCN 100.0, Vif imaging -2.4, H9c2 protect -4.5, MC4R ag barr -0.7, N-glyco inh 1.2, HTR2A ag -6.6 and MC4R antagonist 5.8.
Screening Cc1ccc(/C=C(\C#N)C(=O)NCCN2CCOCC2)cc1 returned CaV13 FRET inh -10.0, aDG glyco act -0.1, PDI inh 1.1, ABCB6 inh MLPCN 97.0, Vif imaging -0.9, H9c2 protect -7.9, MC4R ag barr -2.9, N-glyco inh 0.2, HTR2A ag 0.7 and MC4R antagonist 11.5.
`O=C(COc1ccc(F)cc1)Nc1ccccc1N1CCOCC1` gave CaV13 FRET inh -2.4, aDG glyco act -0.1, PDI inh -6.6, ABCB6 inh MLPCN 98.0, Vif imaging -5.9, H9c2 protect 5.3, MC4R ag barr -0.2, N-glyco inh -2.7, HTR2A ag -6.5 and MC4R antagonist 0.5.
For CC/C(=N/Nc1cccc(Cl)c1)c1cnnc(SC)n1 the results were CaV13 FRET inh -3.6, aDG glyco act -0.4, PDI inh 3.5, ABCB6 inh MLPCN 106.0, Vif imaging 4.7, H9c2 protect -13.5, MC4R ag barr 0.4, N-glyco inh 0.5, HTR2A ag 7.7 and MC4R antagonist -6.7.
For c1ccc2c(c1)C(=NCC1CCCO1)NC2=NCC1CCCO1 (stereo unspecified) the results were CaV13 FRET inh -8.3, aDG glyco act -0.1, PDI inh -1.9, ABCB6 inh MLPCN 98.0, Vif imaging 5.4, H9c2 protect 1.1, MC4R ag barr -1.9, N-glyco inh -0.6, HTR2A ag -0.8 and MC4R antagonist 4.3.
CC(C)N=C(N)N=C(N)Nc1ccc(Cl)cc1 was read as CaV13 FRET inh -4.5, aDG glyco act 0.7, PDI inh 1.7, ABCB6 inh MLPCN 102.0, Vif imaging 2.0, H9c2 protect -38.5, MC4R ag barr -1.0, N-glyco inh -0.3, HTR2A ag -8.8 and MC4R antagonist 11.7.
`O=C1CN(C(=O)c2cnccn2)c2ccccc2N1` gave CaV13 FRET inh -4.3, aDG glyco act -0.2, PDI inh -0.6, ABCB6 inh MLPCN 92.0, Vif imaging -1.3, H9c2 protect 3.9, MC4R ag barr -1.4, N-glyco inh 1.9, HTR2A ag 6.0 and MC4R antagonist 9.0.
Cc1c(F)cccc1NC(=O)CSCC(=O)Nc1ccccc1 was read as aDG glyco act -0.3, PDI inh -0.5, ABCB6 inh MLPCN 94.0, Vif imaging 6.9, H9c2 protect 9.3, MC4R ag barr -1.6, N-glyco inh 0.1, HTR2A ag -4.9 and MC4R antagonist 12.3.
`CN(C)S(=O)(=O)n1cc(/C=C(\NC(=O)c2ccccc2Cl)C(=O)N2CCOCC2)c2ccccc21` gave CaV13 FRET inh -2.1, aDG glyco act 0.6, PDI inh 10.7, ABCB6 inh MLPCN 101.0, Vif imaging 0.0, H9c2 protect -6.3, MC4R ag barr -0.1, N-glyco inh 0.7, HTR2A ag -1.6 and MC4R antagonist 5.2.
`Cc1ccc(OCc2nnc(SC(C)C(=O)O)n2-c2ccccc2)cc1` (stereo unspecified) gave CaV13 FRET inh -19.3, aDG glyco act 0.0, PDI inh -4.0, ABCB6 inh MLPCN 99.0, Vif imaging 7.2, H9c2 protect 2.3, MC4R ag barr 0.3, N-glyco inh 0.6, HTR2A ag 5.0 and MC4R antagonist 9.3.
Screening Cn1c(=O)c2c(nc(N3CCCCCC3)n2CC(=O)c2ccccc2)n(C)c1=O returned CaV13 FRET inh -3.3, aDG glyco act 0.1, PDI inh 5.2, ABCB6 inh MLPCN 106.0, Vif imaging 10.3, H9c2 protect 37.2, MC4R ag barr 0.7, N-glyco inh 2.0, HTR2A ag 1.2 and MC4R antagonist 5.4.
`COc1ccc2nc(N3CCC(C)CC3)c(C#N)cc2c1` gave CaV13 FRET inh -10.9, aDG glyco act 1.5, PDI inh -1.1, ABCB6 inh MLPCN 98.0, Vif imaging -0.6, H9c2 protect 2.9, MC4R ag barr -1.0, N-glyco inh -0.3, HTR2A ag -2.0 and MC4R antagonist 3.5.
`Cc1nc(Oc2ccc(S(=O)(=O)N3CCOCC3)cc2Cl)c2c3c(sc2n1)CCCC3` gave CaV13 FRET inh -3.8, aDG glyco act 0.3, PDI inh 9.9, ABCB6 inh MLPCN 90.0, Vif imaging 8.5, H9c2 protect -3.4, MC4R ag barr -1.1, N-glyco inh -5.7, HTR2A ag 3.6 and MC4R antagonist 11.5.
`COc1ccc(/C=C/c2ccncc2)cc1OC` gave CaV13 FRET inh -9.0, aDG glyco act 0.0, PDI inh -1.4, ABCB6 inh MLPCN 106.0, Vif imaging 6.0, H9c2 protect 8.3, MC4R ag barr -1.0, N-glyco inh 0.3, HTR2A ag 3.4 and MC4R antagonist 1.9.
Cc1nc2ccc(S(=O)(=O)N(C)CC(=O)N3CCc4ccccc4C3)cc2s1 was read as aDG glyco act -0.4, PDI inh -22.8, ABCB6 inh MLPCN 100.0, Vif imaging 6.4, H9c2 protect -5.6, MC4R ag barr 0.4, N-glyco inh 0.7, HTR2A ag 3.1 and MC4R antagonist -3.0.
For O=C(Cc1ccccc1)Nc1ccc(SC(F)F)cc1 the results were CaV13 FRET inh -2.8, aDG glyco act -0.1, PDI inh -3.3, ABCB6 inh MLPCN 100.0, Vif imaging 0.0, H9c2 protect -8.9, MC4R ag barr -1.9, N-glyco inh -2.7, HTR2A ag 1.4 and MC4R antagonist 6.0.
Screening COC(=O)Cc1ccc(NC(C)=O)cc1 returned CaV13 FRET inh -4.3, aDG glyco act -0.2, PDI inh -3.0, ABCB6 inh MLPCN 99.0, Vif imaging 3.1, H9c2 protect 6.2, MC4R ag barr -0.2, N-glyco inh 1.0, HTR2A ag -1.5 and MC4R antagonist 3.7.
`COc1ccc2c(c1)CC/C2=N\OC(=O)c1cccc(C)c1` gave CaV13 FRET inh -4.3, aDG glyco act 0.3, PDI inh 4.7, ABCB6 inh MLPCN 96.0, Vif imaging 0.1, H9c2 protect -15.3, MC4R ag barr 2.1, N-glyco inh -3.0, HTR2A ag -1.4 and MC4R antagonist 18.9.
For CN(C)S(=O)(=O)c1cccc(N=C2SCCN2Cc2ccccc2)c1 the results were CaV13 FRET inh 7.4, aDG glyco act 0.4, PDI inh 1.5, ABCB6 inh MLPCN 94.0, Vif imaging -18.7, H9c2 protect -12.0, MC4R ag barr 1.8, N-glyco inh -3.6, HTR2A ag -1.8 and MC4R antagonist 13.6.
`CCC(=O)NCCc1nc2cc(NC(=O)c3ccccc3OC)ccc2n1C` gave CaV13 FRET inh -5.1, aDG glyco act 0.1, PDI inh -1.4, ABCB6 inh MLPCN 101.0, Vif imaging 7.4, H9c2 protect -0.8, MC4R ag barr 1.3, N-glyco inh 0.6, HTR2A ag 1.2 and MC4R antagonist 4.0.
`CN(C)S(=O)(=O)Nc1ccc(NS(=O)(=O)N(C)C)c(S(=O)(=O)c2ccccc2)c1` gave CaV13 FRET inh -2.9, aDG glyco act -0.1, PDI inh 1.7, ABCB6 inh MLPCN 103.0, Vif imaging 17.1, H9c2 protect 7.3, MC4R ag barr -0.1, N-glyco inh 0.5, HTR2A ag 1.9 and MC4R antagonist -1.0.
`COCCOc1cc(N)c(Cl)cc1Cl` gave CaV13 FRET inh -5.1, aDG glyco act 0.1, PDI inh 6.8, ABCB6 inh MLPCN 90.0, Vif imaging -3.1, H9c2 protect 1.1, MC4R ag barr -1.3, N-glyco inh -0.4, HTR2A ag -0.2 and MC4R antagonist -0.5.
For Cc1ccccc1NC(=O)c1cc(N)ccc1N1CCCCC1 the results were CaV13 FRET inh -2.5, aDG glyco act 0.0, PDI inh 2.7, ABCB6 inh MLPCN 95.0, Vif imaging -7.6, H9c2 protect -0.5, MC4R ag barr -0.4, N-glyco inh 2.8, HTR2A ag -0.4 and MC4R antagonist 11.7.
For CCN(CC1CCCO1)C(=O)CCc1nnc(CCc2ccccc2OC)o1 (stereo unspecified) the results were CaV13 FRET inh -6.2, aDG glyco act -0.2, PDI inh 0.8, ABCB6 inh MLPCN 107.0, Vif imaging -6.9, H9c2 protect 1.4, MC4R ag barr -1.3, N-glyco inh -0.4, HTR2A ag 1.3 and MC4R antagonist 11.3.
For O=C(CSc1ncn[nH]1)Nc1nc(-c2ccccc2)ns1 the results were CaV13 FRET inh -8.0, aDG glyco act 0.0, PDI inh 6.7, ABCB6 inh MLPCN 101.0, Vif imaging -1.0, H9c2 protect -2.2, MC4R ag barr -1.3, N-glyco inh 1.0, HTR2A ag 4.4 and MC4R antagonist 8.2.
For Cc1cccc(OCCC(=O)N(C)CC(=O)Nc2cccc3ccccc23)c1 the results were CaV13 FRET inh -1.6, aDG glyco act 0.9, PDI inh -11.2, ABCB6 inh MLPCN 109.0, Vif imaging -6.9, H9c2 protect -1.1, MC4R ag barr -0.1, N-glyco inh 0.2, HTR2A ag 0.3 and MC4R antagonist 2.1.
For CCCc1c(C(=O)N/N=C(\CC)c2ccccc2)nnn1-c1nonc1N the results were CaV13 FRET inh -12.7, aDG glyco act -0.1, PDI inh 1.5, ABCB6 inh MLPCN 95.0, H9c2 protect -7.7, MC4R ag barr 1.4, N-glyco inh 3.6, HTR2A ag 0.2 and MC4R antagonist -1.2.
For COc1ccccc1C/C(N)=N/O the results were CaV13 FRET inh -5.3, aDG glyco act 0.0, PDI inh -2.3, ABCB6 inh MLPCN 105.0, Vif imaging 4.4, H9c2 protect -1.9, MC4R ag barr -1.8, N-glyco inh 0.9, HTR2A ag 1.2 and MC4R antagonist -1.2.

Compound activity from PubChem BioAssay.
